Screening results: PubChem BioAssay, National Center for Advancing Translational Sciences (NCATS)
TCR act = Activators of T cell receptors: qHTS campaign. primary human leukocytes, anti-CD3, IL-2 HTRF, 48 h. Potency, µM (top dose mostly 9.22 µM), inactives show at the highest dose activation of IL-2 secretion, usual class: activators. 330,000 tested, under 10 active. AID 504894, 2011; further: % of control where 0% means no effect
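48 hr co-incubation of compounds, a-CD3 beads and primary human leukocytes; IL-2 quantified homogeneously by HTRF with anti-IL-2 K and d2 conjugates.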
GALK inh = qHTS Assay for Inhibitors of Human Galactokinase (GALK); Potency, µM (highest dose often 57.5 µM), for inactives: at the highest dose activity change, negative = inhibition, usual class: inhibitors; Purified GALK, Kinase-Glo residual ATP luminescence; AID 1868, 2009; 0.007% of 270,000 active; P51570; further: potency means the concentration at half of the fitted maximal effect; on the % scale 0 is the no-effect control and ±100 the full control effect
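Quantitative HTS: GALK 5 nM, ATP 35 uM, galactose 100 uM, 1 h room temperature, then luciferase-based ATP detection.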
Coupling enz = qHTS Assay for Inhibitors of Fructose-1,6-bisphosphate Aldolase from Giardia Lamblia: Coupling assay counterscreen | activity change, negative = inhibition, % at 58.2 µM, hits read low | 0.67% of 290,000 active | coupling enzyme system counterscreen, AmpLite Red fluorescence; in the data active means activity change below about -30%; further: on the % scale 0 is the no-effect control and ±100 the full control effect
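Compounds tested against the coupling enzymes alone at 57.5 uM final; readout was AmpLite Red fluorescence (525/598 nm) after 20 min at RT.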
TSHR antagonist = Antagonists of the Thyroid Stimulating Hormone Receptor: HTS campaign | TSHR-expressing cells, TSH-stimulated cAMP HTRF, 2 h; stronger effect = lower value | activity change, negative = inhibition, % at 11.5 µM | 0.2% of 330,000 active | AID 504810, 2011;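 active means activity change below a set negative limit, meaning inhibition stronger than a set level, cut at about -70% in these data; inconclusive means activity change between two set negative limits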; further: on the % scale 0 is the no-effect control and ±100 the full control effect
Target sequence (P16473 whole entry, looked up): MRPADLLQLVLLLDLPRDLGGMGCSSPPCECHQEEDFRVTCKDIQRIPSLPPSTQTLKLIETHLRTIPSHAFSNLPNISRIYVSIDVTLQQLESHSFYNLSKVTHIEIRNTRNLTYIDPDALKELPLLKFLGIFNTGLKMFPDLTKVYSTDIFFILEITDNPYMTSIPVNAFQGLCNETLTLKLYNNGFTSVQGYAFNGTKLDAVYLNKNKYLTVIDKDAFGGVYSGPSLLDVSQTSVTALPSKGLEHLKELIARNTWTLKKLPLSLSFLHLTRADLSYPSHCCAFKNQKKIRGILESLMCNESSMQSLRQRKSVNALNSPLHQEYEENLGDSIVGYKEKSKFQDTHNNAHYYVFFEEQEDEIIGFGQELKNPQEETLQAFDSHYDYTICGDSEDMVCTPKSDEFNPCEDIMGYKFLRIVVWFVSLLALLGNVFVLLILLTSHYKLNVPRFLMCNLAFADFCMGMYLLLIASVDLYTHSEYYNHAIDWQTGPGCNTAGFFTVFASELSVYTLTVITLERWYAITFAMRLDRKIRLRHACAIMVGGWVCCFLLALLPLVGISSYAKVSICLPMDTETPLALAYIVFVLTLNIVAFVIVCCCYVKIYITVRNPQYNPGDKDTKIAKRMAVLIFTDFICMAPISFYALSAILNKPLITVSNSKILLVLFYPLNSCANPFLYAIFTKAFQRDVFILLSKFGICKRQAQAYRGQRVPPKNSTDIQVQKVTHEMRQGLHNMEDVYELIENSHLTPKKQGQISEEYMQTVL
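TSHR-expressing cells were treated with compounds, then stimulated with TSH at EC80 (4nM final) for 2 hours at 37 deg C. Cellular cAMP was measured by HTRF competition between lysate cAMP and cAMP-d2 for a cryptate-labelled anti-cAMP antibody.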
AT treatment = qHTS Assay for Identifying a Potential Treatment of Ataxia-Telangiectasia; AID 485349, 2010; […] A-T fibroblasts, KAP-1 phosphorylation AlphaLISA; neocarzinostatin DNA damage 30 min before lysis; 0.19% of 320,000 active; Potency, µM (titrated, usually from 57.5 µM), for inactives: at the top dose activation, most hits filed as activators; further: potency means the concentration at half of the fitted maximal effect; % of control where 0% means no effect; nearly all actives have a fitted effect of over 45% in size
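ATM-like activity read as KAP-1 phosphorylation via AlphaLISA donor/acceptor antibody pairs after lysis and 6 hr at 25C. Cells were ATM-null patient fibroblasts ([…], hTERT), dosed 60 min, then exposed to the DSB inducer NCS for 30 min.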
Giardia killer = Small Molecules that selectively kill Giardia lamblia: qHTS. AID 540267, 2011. 0.15% of 340,000 active. Giardia lamblia trophozoite viability. activity change, % at 7.66 µM, hits read low; in the data active means activity change below about -80%; inconclusive means between about -30% and that limit;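 further: parasites exposed to compound for two days anaerobically before the ATP read; on the % scale 0 is the no-effect control and ±100 the full control effect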
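Anaerobic 48 hrs incubation at 37 deg C of 100 trophozoites/well with test compounds; ATPLite 1-Step luminescence, 15-30 min RT, reports cellular ATP as viability.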
BCR signal inh = qHTS Assay to Find Inhibitors of Chronic Active B-Cell Receptor Signaling. ABC-DLBCL IkBa-CBG/CBR reporter, luminescence ratio, 4 h. Potency, µM (doses to about 46.1 µM), for inactives: top-dose ratio change, negative = lower green/red ratio, most hits filed as inhibitors. 0.05% of 340,000 active; active means well fitted inhibition curve with a large enough effect in the signal ratio, with a control signal flat, not every such curve was filed as active; inconclusive means small, poorly fitted or top-dose-only effect, or effect the other way, or a change in a side signal; the % refers to the signal ratio;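 further: potency means the concentration at half of the fitted maximal effect; plate controls were basal doxycycline-induced cells for no effect and cells given 10 µM MG132 for full effect; MG132 reads +100%, hits lower the ratio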
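Cell line TMD8 (human ABC DLBCL), stably expressing tet-inducible CBG68-IkBa fusion and CBR; IMDM/0.5% FBS; cpd up to 46 uM; dox induction, 4 h, 37C/5% CO2; dual luminescence; green/red ratio; MG132 control.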
KCNH2 WT inh = qHTS for Inhibitors of KCHN2 3.1: Wildtype qHTS. 0.37% of 340,000 active. AID 720551, 2013. U2OS, BacMam KCNH2, thallium flux FluxOr; stronger effect = lower value. Voltage-gated inwardly rectifying potassium channel KCNH2 (Homo sapiens), Q12809. activity change, % at 1.84 µM;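 active means maximum activity change below -70%; inconclusive means maximum activity change between -70% and -50%; inactive means maximum activity change above -50%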; further: on the % scale 0 is the no-effect control and ±100 the full control effect
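U2OS cells were transduced with wild-type KCNH2 virus (2.03 x 10^8 / mL) for 4 h at room temperature, then cultured overnight at 37 C. Thallium flux was read with FluxOr dye. Rate constants were normalized to DMSO controls.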
MLL CXXC-DNA inh = qHTS Fluorescence Polarization Assay for Inhibitors of MLL CXXC domain - DNA interaction | 0.037% of 290,000 active | MLL-CXXC / FITC-HOXA9 DNA fluorescence polarization | Potency, µM (series often up to 115 µM), for the others: top-dose activity change, negative = inhibition, most hits filed as inhibitors | AID 2662, 2010; active means well fitted inhibition curve with a large enough effect in the polarisation, with a control signal flat, not every such curve was filed as active; inconclusive means small, poorly fitted or top-dose-only effect, or effect the other way, or a change in a side signal; inactive means no such curve, though single readings can be large or run the other way; the % refers to the polarisation; further: potency means the concentration at half of the fitted maximal effect
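Purified MLL-CXXC (added from a 7 uM solution) was preincubated 5 min at ambient with pinned compounds in 50 mM Tris-HCl pH 7.5, 50 mM NaCl, 1 mM DTT, 0.05% BSA. Fluorescein-labeled HOX-A9 DNA (50 nM solution) followed, 30 min, then polarization read.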
Tb PFK block = qHTS Assay to Find Inhibitors of T. brucei phosphofructokinase; ATP-dependent 6-phosphofructokinase (Trypanosoma brucei brucei), O15648; T. brucei PFK, ADP-Glo luminescence; Potency, µM (titrated, usually from 57.5 µM), inactives show at the top dose activity, negative = inhibition, most hits filed as inhibitors; 0.17% of 330,000 active;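 further: potency means the concentration at half of the fitted maximal effect; 0% = uninhibited 1x PFK enzyme wells and -100% = no-enzyme wells; nearly all actives have a fitted effect of over 60% in size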
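PFK 1.25 nM, F6P 0.5 mM, ATP 0.1 mM, 0.1 M TEA pH 8.0, 5 mM MgCl2, 0.01% Tween20, 0.1% BSA; 45 min RT. ADP-Glo readout. qHTS titration up to 57 uM; curves fitted, compounds curve-classed.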
* hit, by the source's call; ? = inconclusive; . = not tested or not shown; & = joins results of further samples; [ ] = another dose, or the depositor's remark. Unless noted, the call rests on the fitted dose curve; in most records, active means well fitted curve in the direction sought with a large enough effect; inconclusive means small, poorly fitted or top-dose-only effect, or another doubt; inactive means no such curve, though single readings can be large; an effect the other way counts as inactive or inconclusive. This is a random part of the collection. Share with any hit: about 1.6%.

Every second line gives: TCR act | GALK inh | Coupling enz | TSHR antagonist | AT treatment | Giardia killer | BCR signal inh | KCNH2 WT inh | MLL CXXC-DNA inh | Tb PFK block
1	CC(=O)NCCc1ccc(C(=O)COC(=O)C2CCCCC2)cc1
 : -3%[46.1 µM] | . | . | 14 | 9% | 26 | 1% | 10 | . | -6%
2	CCOc1ccc(-c2cc3cc(OC)c(OC)cc3c(C)n2)cc1
 : 2% | 0% | 1 | -15 | 4% | 6 | -9% | -1 | -1% | 2%
3	Cc1ccsc1C(=O)OCC(=O)Nc1cccc(S(=O)(=O)NC2=NCCCCC2)c1
 : 1% | 6% | 0 | 14 | -11% | 4 | ? | . | -8% | -10%
4	Cc1nn(Cc2ccc(Cl)cc2)c(C)c1NC(=O)C1CC=CCC1C(=O)O (stereo not drawn)
 : 5% | 2% | 0 | 16 | 0% | 2 | 9% | 1 | -1% | -4%
5	Cc1ccsc1C1CC(=O)Nc2ccccc2S1 (stereo not drawn)
 : 2% | 0% | -10 | 2 | 6% | 11 | ? | 3 | -1% | 2%
6	COc1ccc(S(=O)(=O)N2CCSC2c2ccc(N)cc2)cc1 (stereo not drawn)
 : 2% | 1% | -4 | -4 | 4% | 3 | 4% | 11 | 3% | 4%
7	Cc1ccsc1-c1nc(-c2ccccc2)c(-c2ccccc2)[nH]1
 : . | 3% | 0 | -2 | 4% | 3 | -10% | 0 | -1% | 2%
8	O=C(Nc1cccc(NC(=O)c2ccccc2Cl)c1)c1ccco1
 : -7% | 6% | . | -6 | 7% | 8 | 0% | 4 | -5% | -4%
9	O=C(c1ccc(CNS(=O)(=O)c2ccccc2)cc1)N1CCN(Cc2ccccc2)CC1
 : -43% | 2% | 1 | -8 | 4% | 5 | ? | 8 | 0% | -4%
10	O=c1oc2ccccc2c(NCc2ccccc2)c1[N+](=O)[O-]
 : 6%[46.1 µM] | -1% | 3 | 6 | -4% | 11 | ? | -2 | -5% | -4%
11	Cc1ccc(NC(=O)CS(=O)CC(=O)Nc2ccc3c(c2)OCO3)cc1Cl (stereo not drawn)
 : . | 6% | 0 | -10 | 2% | 2 | 0% | -6 | 3% | -3%
12	COc1ccc(CCNC(=O)CCc2ccccc2O)cc1OC
 : 1% | . | . | -2 | 6% | -13 | -5% | 6 | . | ?
13	O=C(Cn1ccc(NC(=O)OCc2ccccc2)nc1=O)NCCCc1ccccc1
 : 5% | . | . | 8 | -5% | 5 | 7% | -1 | . | 0%
14	O=C(COC(=O)Cc1ccsc1)NNC(=O)c1ccccc1
 : . | . | . | . | -24% | ? | 1% | -3 | . | 0%
15	CN(CC(=O)Nc1ccccc1Br)C(=O)c1cc2c(s1)CCCCC2
 : -7% | . | . | -1 | 3% | 2 | ? | -1 | . | 6%
16	N/C(=N\OC(=O)C1CC1)c1ccc([N+](=O)[O-])s1
 : -8% | 1% | 3 | 6 | -3% | 7 | 3% | -1 | -2% | -9%
17	Cc1nc(S(=O)(=O)c2ccc(Cl)cc2)nc2c1CCC2
 : -4% | . | 0 | 8 | 16% | 5 | 3% | -2 | -12% | 5%
18	O=C(O)c1ccc(N/N=C/c2ccc(-c3cc(Cl)ccc3Cl)o2)cc1
 : 3% | . | 10 | -7 | 18% | ? | ? | 0 | 24% | 2%
19	CC(=O)c1ccc(NC(=O)CSc2nnc(Cc3cccn3C)n2-c2ccc(F)cc2)cc1
 : 3% | 2% | 3 | 1 | -15% | -1 | 7% | -1 | 18% | 2%
20	CC(C)(C)c1ccc(S(=O)(=O)NCC(=O)N2CCN(Cc3ccccc3)CC2)cc1
 : -1% | -1% | -1 | -20 | -4% | -20 | 0% | 0 | -4% | 1%
21	C=CCCN(Cc1ccccc1)S(=O)(=O)c1ccccc1Br
 : 4% | 0% | 4&7 | 1 | 38% | -27&23 | 1% | -14 | 13% | 1%
22	Cc1ccn2c(=O)c(C(=O)NCCCN3CCCC3=O)c(O)nc2c1
 : 4% | 5% | 2 | -8 | -5% | -15 | -12% | 1 | -1% | -2%
23	CC(=O)c1sc(NC(=O)c2cccc(C)c2)nc1C
 : -8% | 4% | -5 | 0 | 1% | -2 | -23% | -6 | 12% | -3%
24	O=C(CCc1ccccc1)NNC(=O)C12CC3CC(CC(C3)C1)C2
 : . | 2% | 2 | -5 | -2% | -8 | -7% | -1 | 0% | -4%
25	Cc1ccc(N(C)S(=O)(=O)c2cccc(C(=O)NC3CC(C)(C)NC(C)(C)C3)c2)cc1
 : 4% | . | . | 11 | -1% | 11 | 2% | 4 | . | 0%
26	CN(C)c1ccc(/C=C2\SC(=S)N(Nc3ncc(C(F)(F)F)cc3Cl)C2=O)cc1
 : 1% | 0% | -1 | -20 | 0% | -10 | -6% | -133* | 3.2µM* | -2%
27	CCOC(=O)c1ccc(CSc2nnc(-c3ccncc3)n2N)cc1
 : -5% | 5% | 2 | . | . | -8 | . | -17 | 4% | .
28	COc1ccc(CCC(=O)NNC(=S)Nc2cccc(C(C)=O)c2)cc1
 : 5% | 3% | 1 | 3 | 2% | -11 | -6% | 4 | -3% | -4%
29	O=C(c1cn(-c2ccccc2)nc1-c1cccnc1)N1CCCCC1
 : . | -5% | -2 | 3 | 6% | 5 | ? | 10 | -12% | -2%
30	COc1cc2c(cc1OC)C(=O)CCS2
 : 3% | -1% | 4 | 2 | -1% | 4 | -17% | -5 | 1% | -5%
31	COc1cccc2cc(C(=O)C3=C(O)C(=O)N(Cc4ccco4)C3c3cccnc3)oc12 (stereo not drawn)
 : -5% | -4% | 8 | 1 | 5% | -2 | ? | -1 | 1% | -6%
32	O=C(Nc1ccc2c(c1)OCO2)C1CCCN(S(=O)(=O)c2cccs2)C1 (stereo not drawn)
 : -18% | 2% | -6 | -8 | 5% | 10 | -2% | 0 | -2% | 0%
33	CCc1nnc(NC(=O)c2cccc(S(=O)(=O)N(C)c3ccc(OC)cc3)c2)s1
 : 2% | 8% | 1 | -5 | 3% | 21 | 9% | -1 | -5% | -2%
34	COC(=O)/C=C/c1ccc(OC(=O)c2ccncc2)cc1
 : -3%[46.1 µM] | 0% | 1 | 7 | 2% | -3 | 2% | 3 | 10% | -4%
35	Cc1nn(C)c(Cl)c1NC(=O)OCc1ccc(F)cc1
 : -3% | -1% | 0 | -10 | -9% | -7 | ? | -5 | 9% | 7%
36	Cc1nn(CCCNC(=O)C2CCCO2)cc1Br (stereo not drawn)
 : 1% | 0% | 1 | 5 | 1% | -11 | ? | -16 | -3% | 4%
37	CCN(CC(=O)Nc1ccc(NC(C)=O)cc1)C(=O)c1ccc2c(c1)S(=O)(=O)N=C1CCCCCN12
 : 0% | . | . | -2 | 0% | -11 | 3% | -2 | . | 8%
38	O=C(Nn1cnnc1)c1cc([N+](=O)[O-])cc([N+](=O)[O-])c1
 : -1%[46.1 µM] | 1% | 2 | 2 | -6% | -15 | 4% | -4 | 8% | 11%
